BRCA1 expr act: activators of BRCA1 expression; Potency, µM (series often up to 46.1 µM), without a hit: at the highest dose activation, hits mostly activators; hit rate 1.1% among 380,000; MCF7-BRCA1-FFLuc reporter, luminescence, 48 h; response scale: scaled: vehicle 0%, 10 µM genistein 100%; active = well fitted activation curve with a large enough effect; inconclusive = small, poorly fitted or top-dose-only effect; inactive = no such curve, though single readings can be large or run the other way; also: nearly all actives have a fitted effect of over 80% in size; some results filed as inactive show a strong effect at the top dose
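MCF7-BRCA1-FFLuc cells, 2000/well in phenol-red-free MEM, attached 2 h then treated 48 h at 37 C. Luciferase luminescence read 15 min after reagent; normalized to genistein maximum activation (10microM) and DMSO, concentration-response fitted.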
* = called active by the depositor; ? = inconclusive; & = joins results of further samples. Potency is read from the fitted curve at half-maximal effect. This is a subset. The share of hits here may be higher or lower than overall.

Molecule | BRCA1 expr act
CN(C)CCCNC(=O)OC1CC2CC1[C@H]1CCCCN1C2=O (stereo partly specified) | 18%
O=C(N/N=C/c1cc2c(cc1Cl)OCO2)c1ccccn1 | ?
Cc1ccc2[nH]c(=O)c(CN(Cc3cccs3)Cc3nnnn3Cc3ccco3)cc2c1 | -42%
CSc1ccc(CNC(=O)C2(C)CCN2C(C)C)cc1 (stereo unspecified) | 4%
COc1ccc(NC(=O)c2ccccc2NC(=O)C2CCCCC2C(=O)O)cc1 (stereo unspecified) | 59%
COCCCN1C(=O)C(CC(=O)NC2CCCCC2)CC(C(=O)N2CCOCC2)=C1C (stereo unspecified) | -3%
O=C(O)c1ccccc1NC(=O)C1CCN(S(=O)(=O)c2ccc3c(c2)OCCO3)CC1 | 18%
O=C(Nc1cccc(C(=O)Nc2ccccc2C(=O)O)c1)c1cccc(Cl)c1 | 23%

Molecule | BRCA1 expr act
Cc1nccn1CC(=O)c1ccccc1 | 2%
O=C(Cn1cc(F)c(=O)[nH]c1=O)c1ccco1 | 4%
Cc1c(CCCC(=O)O)sc(N)c1C(=O)c1cccc(C(F)(F)F)c1 | 10%
O=S(=O)(c1ccc(F)cc1)N1CCN(c2nc(-c3cccs3)nc3ccccc23)CC1 | 14%&4%
Nc1ncnc2c1ncn2[C@@H]1O[C@H](C(=O)N2CCCN(Cc3ccccc3F)CC2)[C@@H](O)[C@H]1O | 7%
COc1ccc(CCn2c(=S)[nH]c(=O)c3c(C)cc(C)nc32)cc1OC | -21%
CCCCN(C=O)c1c(CC)nc2ccc(C(=O)N(C)Cc3ccco3)cn12 | -8%
c1ccc(CCNc2ccccn2)nc1 | 57%

Molecule | BRCA1 expr act
Cc1ccccc1OCC(=O)NCC(=O)OCC(=O)c1ccc(Br)cc1 | 10%
COc1ccc(C(=O)Nc2ccccc2NC(=O)c2ccc(OC)cc2)cc1 | 2%
Cc1ccc(S(=O)(=O)NCc2ccccc2)cc1C(=O)NCc1ccncc1 | -2%
C=C(C)COC(=O)c1ccccc1C(=O)OCC1(C)CO1 (stereo unspecified) | -15%
CC(=O)Nc1cccc(-c2ccnc3c2CC(C)(C(=O)NC(C)C)O3)c1 (stereo unspecified) | 14%
CCOC(=O)c1ccccc1OC(=O)Oc1ccccc1C(=O)OCC | -8%
COc1ccc(OC)c(/C=C/c2ccnc3ccccc23)c1 | -74%
c1ccc(Nc2nc(-c3ccccc3)c(-c3ccccc3)s2)cc1 | -6%

Molecule | BRCA1 expr act
COc1ccc(N)cc1NC(=O)CN1CCOCC1 | 0%
CCn1c(SCC(=O)N(C)c2c(N)n(Cc3ccccc3)c(=O)[nH]c2=O)nnc1-c1cccs1 | -4%
COc1ccc(C(C)(O)c2nc(-c3ccc(N(C)C)cc3)cs2)cc1 (stereo unspecified) | 8%
CC(=O)Nc1ccc(S(=O)(=O)O)c(OC(C)=O)c1 | 6%
CC(=O)C1CCC2C3CCC4=CC(=O)CCC4(C)C3(Br)C(=O)CC12C (stereo unspecified) | -21%
COC(=O)c1c(N)[nH]c(C(=O)c2ccccc2)c1-c1ccccc1Br | -7%
COc1ccc(C(=O)CCc2ccccc2)c(O)c1 | 45%
CC(C)CNc1ncnc2c1ncn2[C@H]1CN(CCN2CCOCC2)C[C@@H](CO)O1 | 23%

Molecule | BRCA1 expr act
CN(C)CCNC(=O)C1Cc2c(-c3ccccc3Oc3ccccc3)ccnc2O1 (stereo unspecified) | 3%
OC(CSc1nnnn1-c1ccccc1)Cn1c2ccccc2c2ccccc21 (stereo unspecified) | -50%
CC1(C)OC(=O)C2=C(C[C@@H](CCc3ccccc3)O[C@@H]2c2ccc(Cl)cc2)O1 | -1%
COc1cccc(/C=C2/SC(=S)N(CC(=O)Nc3nccs3)C2=O)c1 | 5%
O=[N+]([O-])c1ccc(NN=C2CC3CCC2C3)c([N+](=O)[O-])c1 (stereo unspecified) | 10%
O=C(c1c(F)c(F)c(F)c(F)c1F)N1CCN(Cc2ccc3c(c2)OCO3)CC1 | 32%
C[C@@H](O)C#Cc1ccc2c(c1)O[C@H](CN(C)C(=O)Nc1ccccc1)[C@@H](C)CN([C@@H](C)CO)S2(=O)=O | 8%
C(=NOCc1ccccc1)c1ccccn1 | 10µM*

Molecule | BRCA1 expr act
Brc1ccc2nc(C3CCCCC3)c(CC3CCCCC3)n2c1 | -1%
CC(C)C1(C)NC(c2ccc3c(c2)OCO3)=CC(c2ccccc2O)N1 (stereo unspecified) | 0%
CC(=O)Nc1cccc(-c2cc3c(c4c2ccn4C)C2CCC3O2)c1 (stereo unspecified) | -8%
CN1CCN(c2ccc(CNC(=O)c3ccc(-c4ccnn4C)c4ccoc34)cc2)CC1 | 9%
CC(C)c1nc2oc3c(N4CCNCC4)ncnc3c2c2c1CCC2 | -18%
CC(C)CC1C(=O)N(Cc2cn(Cc3ccco3)nn2)CCS(=O)(=O)N1Cc1ccc(-c2ccc(Cl)cc2)cc1 (stereo unspecified) | -66%
CC(=O)N1C[C@H]2CON(C)[C@H]2C[C@H]1c1ccc(-c2cccnc2)cc1 | 1%
O=C(CCCCC(=O)Nc1ccc(F)cc1F)Nc1ccc(F)cc1F | -7%

Molecule | BRCA1 expr act
CCOC(=O)N1CCN(S(=O)(=O)N2CCCC(C(=O)NCc3ccccc3OCC)C2)CC1 (stereo unspecified) | -25%
CCc1nc2c(OCCOc3ccc(F)cc3)cccn2c1N(C)C(=O)c1ccc(OC)cc1 | -33%
COC(=O)[C@H](CC(C)C)NC(=O)/C=C/[C@H]1O[C@@H](n2ccc(=O)[nH]c2=O)[C@H](O)[C@@H]1O | 13%
CC1=C(C(=O)N2CCOCC2)CC(CC(=O)NC2CC2)C(=O)N1Cc1ccc(F)cc1 (stereo unspecified) | 5%
Cc1cc(-c2nn3c(C)nnc3s2)ccc1NC(=O)C(C)(C)C | 8%
Clc1nc(NCc2ccco2)c2ccccc2n1 | 8%
C1CCN(CC2CCCCN2)CC1 (stereo unspecified) | 5%
CC1(C)CCCC2(C)C(OCCO)=CC(=O)C=C12 (stereo unspecified) | 3%

An excerpt from above in order of molecular weight, rising:
Molecule | BRCA1 expr act
COc1ccc(N)cc1NC(=O)CN1CCOCC1 | 0%
Cc1cc(-c2nn3c(C)nnc3s2)ccc1NC(=O)C(C)(C)C | 8%
O=C(CCCCC(=O)Nc1ccc(F)cc1F)Nc1ccc(F)cc1F | -7%
COc1ccc(NC(=O)c2ccccc2NC(=O)C2CCCCC2C(=O)O)cc1 (stereo unspecified) | 59%
OC(CSc1nnnn1-c1ccccc1)Cn1c2ccccc2c2ccccc21 (stereo unspecified) | -50%
Cc1ccc2[nH]c(=O)c(CN(Cc3cccs3)Cc3nnnn3Cc3ccco3)cc2c1 | -42%
Nc1ncnc2c1ncn2[C@@H]1O[C@H](C(=O)N2CCCN(Cc3ccccc3F)CC2)[C@@H](O)[C@H]1O | 7%

Carrying on.
molecule,BRCA1 expr act
COc1ccc(Cl)cc1Cn1c(C)c(C(=O)NCc2cccc(C(F)(F)F)c2)sc1=O,-31%
Cc1ccc(S(=O)(=O)Nc2ccc3c(c2)C(=O)N([C@@H](C)CO)C[C@@H](C)[C@@H](CN(C)C(=O)NC(C)C)OCCCC[C@H](C)O3)cc1,2%
O=S(=O)(Nc1ccc(Nc2ccccc2)cc1)c1ccc(F)cc1,-28%
CCCS(=O)(=O)NC(=O)C1(C)CCCN(C(=O)c2ccc(C#N)cc2)C1 (stereo unspecified),0%
C=CCN1C=CC(=O)[C@@H](O)[C@H]1c1ccccc1Br,6%
CCCCCCN1C[C@H](O)[C@@H](n2cc(-c3ccc(F)cc3)nn2)C[C@@H]1c1ccccc1,-38%
CC(c1ccccc1)n1ccnc1CO (stereo unspecified),0%
CC1(C(=O)Nc2nc3ccc(S(C)(=O)=O)cc3s2)CC1(Cl)Cl (stereo unspecified),47%
Cc1c(C(=O)N(C)Cc2ccc(F)cc2)sc(=O)n1Cc1ccccc1C#N,9%
CC1(C)C/C(=N/Nc2ccc([N+](=O)[O-])cc2[N+](=O)[O-])C(C)(C)O1,-21%
COc1cc(/C=N/N2CCN(Cc3ccccc3)CC2)cc(OC)c1OC,-1%
CCCNC(=O)C1(C)CCN(Cc2cc(C)n(C)n2)C1 (stereo unspecified),-4%

Brought forward from above: 2 compounds, followed by the next part.
molecule,BRCA1 expr act
COc1cc(/C=N/N2CCN(Cc3ccccc3)CC2)cc(OC)c1OC,-1%
CCCNC(=O)C1(C)CCN(Cc2cc(C)n(C)n2)C1 (stereo unspecified),-4%
COc1cccc(NC(=O)C2(C)CCN2Cc2ccc(OC)c3ccccc23)c1 (stereo unspecified),-2%
CCN1C[C@@H]2[C@@H]3C(=O)N(Cc4ccccc4)C(=O)[C@@H]3[C@](C)(C1=O)N2C(=O)c1ccc(C(F)(F)F)cc1,0%
CC(C)(C)n1nnnc1C(c1ccccc1)N1CCN(c2ccccc2)CC1 (stereo unspecified),5%
O=Cc1cccc(OC(=O)Nc2ccccc2)c1,13%
CC1(C)c2[nH]c3ccccc3c2C[C@@H]2C(=O)N(c3ccc(F)cc3F)C(=O)N21,0%
COc1ccc(NC(=O)N(C)C[C@@H]2OCc3cnnn3CCCC(=O)N([C@H](C)CO)C[C@@H]2C)cc1,2%
CCCCNC(=O)C(=O)Nc1ccc2c(c1)N(S(=O)(=O)c1cccs1)CCC2,-37%
COC(=O)c1ccc(OC)c(CSc2nnc(-c3ccc(C)cc3)o2)c1,-2%
C[N+](C)(C)CCN1C(=O)c2ccccc2C1=O,5%
C[C@H](CO)N1C[C@H](C)[C@H](CN(C)C(=O)NC2CCCCC2)Oc2ncc(Br)cc2C1=O,0%
COc1ccc(-c2oc3c4c2C(=O)OCCOC4CCC3)cc1 (stereo unspecified),8%
CC(=O)c1cccc(NC(=O)c2cccc3c(-c4cccnc4)coc23)c1,3%

molecule,BRCA1 expr act
Cc1ccccc1C1N=C2Oc3ccccc3C=C2C(=O)N1 (stereo unspecified),-38%
CN1OC[C@@H]2CN(Cc3cc(Cl)cc(Cl)c3)[C@H](c3cccc(Oc4ccccc4)c3)C[C@@H]21,-24%
CCCS(=O)(=O)NC(=O)C1(C)CCN(C(=O)c2ccc(F)cc2Cl)C1 (stereo unspecified),2%
CC(C)NC(=O)N1Cc2cc(C(=O)NC3CCCCC3)nc(-c3cccc(-c4cccnc4)c3)c2[C@@H]1CCO,-33%
C[C@H]1CN([C@@H](C)CO)C(=O)c2cc(Br)cnc2O[C@H]1CN(C)Cc1ccccc1C(=O)O,18%
CCCCNC(=O)c1onc(CSc2ccc(F)c(F)c2)c1C(=O)NCCCC,-25%
CCCC(C)(C)C(=O)N1CCC1(C)C(=O)Nc1cccc(OC)c1 (stereo unspecified),17%
CSc1ccc(/C=C/C(=O)OCC(=O)NC2CCCCCC2)cc1,3%
CC1(C(=O)Nc2ccc(Cl)cc2)Cc2c(-c3ccc4c(c3)OCO4)ccnc2O1 (stereo unspecified),-43%
Cc1[nH]c(=O)[nH]c(=O)c1NC(=O)c1ccccc1[N+](=O)[O-],3%
O=CN/C=C/c1cccc(O)c1,-13%
CCN(CC(=O)Nc1c(F)cccc1F)C(=O)CCCN1C(=O)c2cccc3cccc(c23)C1=O,-1%

molecule,BRCA1 expr act
O=C1CC2(CCCCC2)Oc2ccccc21,10%
O=C(NN=Cc1c[nH]c2ccccc12)NN=Cc1c[nH]c2ccccc12,-1%
CCC(=O)N1CCCC1(C)C(=O)Nc1ccc2nc(C)ccc2c1 (stereo unspecified),4%
CC1(C(=O)Nc2cccc3cccnc23)CCN1Cc1ccccc1OC(F)F (stereo unspecified),-37%
Cc1csc2nc(CNS(=O)(=O)c3cccnc3)cn12,1%
CCC(C)C(=O)C(=O)N1CCC(n2nccc2NC(=O)CCOc2ccccc2)CC1 (stereo unspecified),-4%
CC(=O)c1cccc(OCc2cc(C(=O)N(C)Cc3nccs3)no2)c1,?
Cc1ccc(C(=O)NCCN2CCC(n3c(=O)[nH]c4ccccc43)CC2)cc1C,-3%
O=C(NN=Cc1ccc(Cl)cc1Cl)C1CC1,-16%
CCOC(=O)N1CCC2(CC1)NC(=O)c1ccccc1N2,2%
Cc1ccc(C)c(NC(=O)CN(C)C(=O)c2ccccn2)c1,-4%
C[C@H](CO)N1C[C@H](C)[C@@H](CN(C)C(=O)c2ccccc2)OCc2cnnn2CCCC1=O,8%

Single entries from the results shown.
`O=C(Cn1cc(F)c(=O)[nH]c1=O)c1ccco1` | BRCA1 expr act = 4%
`CSc1ccc(/C=C/C(=O)OCC(=O)NC2CCCCCC2)cc1` | BRCA1 expr act = 3%
`O=[N+]([O-])c1ccc(NN=C2CC3CCC2C3)c([N+](=O)[O-])c1` (stereo unspecified) | BRCA1 expr act = 10%
`Cc1csc2nc(CNS(=O)(=O)c3cccnc3)cn12` | BRCA1 expr act = 1%

Further compounds.
molecule,BRCA1 expr act
C[C@@H]1CN([C@H](C)CO)C(=O)CCCn2nncc2CO[C@H]1CN(C)C(=O)c1ccccc1,7%
CN(C)c1ccc(/C=C/c2ccnc3ccccc23)cc1C=O,-60%
Cc1ccc(C)c(C(=O)OCC(=O)NC(=O)NCc2ccccc2)c1,-3%
COc1cccc(-c2cc(NC(C)=O)c3ncc(-c4ccc(OC)c(OC)c4)n3c2)c1,-19%
COc1ccc(CN(Cc2ccccc2)C(=O)c2ccc(O)cc2)cc1COc1ccc(NC(C)=O)cc1,-6%
CCc1nc2c(OCc3cccc(Cl)c3)cccn2c1N(C)C(=O)CC(C)C,-6%
Cc1ccc(NC2(C#N)CCCC2)cc1,25%
O=C(Nc1cccc(C(=O)O)c1)/C(=C\c1ccc2c(c1)OCO2)NC(=O)c1ccccc1Br,4%
C[C@@H]1Cn2cnc(C(=O)N[C@@H](C)c3ccccc3)c2C(=O)N1,8%
O=C(C1CC(=O)N(c2ccc3c(c2)OCCO3)C1)N1CCN(S(=O)(=O)c2ccc(F)cc2)CC1 (stereo unspecified),-21%
CC[C@H]1O[C@H](C)CC2=C1C(=O)OC(C)(C)O2,5%
Cc1ccc(S(=O)(=O)N(C)C[C@@H]2Oc3ncc(C#CCC(C)C)cc3C(=O)N([C@H](C)CO)C[C@H]2C)cc1,-43%
COc1ccc(NC(=O)C2Cc3c(-c4cccc(C(C)=O)c4)ccnc3O2)cn1 (stereo unspecified),-22%
